D1 potentiator: potentiators of human D1 dopamine receptor; potentiation, % at 10 µM; P21728; 360,000 tested, 0.036% active; HEK293 TREx D1 cells, calcium flux, dopamine EC20 potentiation; AID 504651; in the data active = potentiation above about 30%; also: 0% is about no effect
Target sequence (P21728 whole entry, looked up): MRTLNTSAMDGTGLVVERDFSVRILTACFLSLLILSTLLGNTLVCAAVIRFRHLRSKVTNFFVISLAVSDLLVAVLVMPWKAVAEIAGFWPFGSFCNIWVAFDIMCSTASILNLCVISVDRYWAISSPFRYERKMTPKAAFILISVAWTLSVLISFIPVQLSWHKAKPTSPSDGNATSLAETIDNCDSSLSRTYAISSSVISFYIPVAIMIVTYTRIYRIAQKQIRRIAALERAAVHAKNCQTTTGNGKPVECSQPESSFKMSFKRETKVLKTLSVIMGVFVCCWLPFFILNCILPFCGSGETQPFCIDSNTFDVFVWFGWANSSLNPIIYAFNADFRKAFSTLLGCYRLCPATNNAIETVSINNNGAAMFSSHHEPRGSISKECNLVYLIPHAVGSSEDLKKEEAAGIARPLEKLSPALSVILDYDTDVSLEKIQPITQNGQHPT
Anesthetic bind: candidate novel general anesthetic via apoferritin binding | P02791 | apoferritin/1-aminoanthracene competitive binding, fluorescence | Potency, µM (series often up to 77.5 µM), inactives show at the highest dose activity change, negative = displacement, actives largely listed as inhibitors | 350,000 tested, 0.074% active; also: potency is read from the fitted curve at half-maximal effect; % is scaled to controls: 0 for no effect and ±100 for the full control effect; nearly all actives have a fitted effect of over 20% in size
Target sequence (P02791 2-175 limits assumed): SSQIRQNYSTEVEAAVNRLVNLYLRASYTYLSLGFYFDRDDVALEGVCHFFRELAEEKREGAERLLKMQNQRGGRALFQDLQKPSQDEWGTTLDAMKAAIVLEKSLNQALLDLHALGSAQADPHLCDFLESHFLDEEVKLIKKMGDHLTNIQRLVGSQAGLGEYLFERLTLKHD
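10 uM apoferritin + 50% sat. 1-AMA, PBS; cpd 10 min RT; Ex380/Em535 endpoint; normalized to free probe vs complex; 4-param Hill fit; propofol titration as pos. ctrl.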
TRHR enhancer: allosteric enhancers of human TRH receptor. P34981. TRHR cells, fluo-8 calcium fluorescence, EC20 TRH enhancement. enhancement, % at 2 µM. 360,000 tested, 0.66% active. AID 493056; in the data active = enhancement above about 30%; also: 0% is about no effect
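Enhancer read-out: after compound pinning and an initial kinetic agonist-mode read, an EC20 of TRH (10 nM final) was injected and fluo-8 calcium signal (Ex 480/Em 530) followed at 1 s/cycle for 100 cycles in TRHR-expressing cells.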
TRHR agonist: TRH receptor (human) agonism. P34981. AID 493084. TRHR cells, calcium flux fluo-8, FDSS agonist mode. 360,000 tested, 0.18% active. activation, % at 2 µM; in the data active = activation above about 30%; also: 0% is about no effect
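In this calcium-flux screen, cells bearing human TRHR are dye-loaded with fluo-8, baselined for 10 cycles, then exposed to library compounds; positive kinetic calcium responses during the agonist phase mark hits, with TRH as control.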
D1 antag: blocks dopamine activation of the human D1 receptor | P21728 | HEK293 TREx D1 cells, calcium flux, dopamine EC80; stronger effect = lower value | activity change, negative = inhibition, % at 10 µM | 360,000 tested, 3.2% active | AID 504652; in the data active = activity change below about -30%; also: % is scaled to controls: 0 for no effect and ±100 for the full control effect
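Antagonism measured as reduced calcium response to an EC80 dopamine addition following 180 s compound pre-read; cells were inducible HEK293 Trex D1 plated overnight at 30 C, read kinetically at 1 cycle/sec.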
RXFP1 ag: RXFP1 (human) receptor agonism; Potency, µM (titrated, usually from 57.5 µM), inactives show top-dose activation, hits mostly activators; HEK293T-RXFP1 cAMP TR-FRET, 30 min; response scale: percent of porcine relaxin response, buffer zero; 370,000 tested, 0.3% active; also: potency is read from the fitted curve at half-maximal effect; % is scaled to controls: 0 for no effect and ±100 for the full control effect; nearly all actives have a fitted effect of over 60% in size; many of its hits are not listed in these tables
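Agonist response is measured as cAMP accumulation in an RXFP1-transfected HEK293T line under PDE4 inhibition. Values are scaled between buffer-only and 29 nM porcine relaxin, and EC50s come from standard Hill equation fits.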
D2 potentiator: positively modulates the human D2 dopamine receptor allosterically; P14416; HEK293 T-REx D2, calcium flux, EC20 dopamine potentiation; potentiation, % at 10 µM; 340,000 tested, 0.34% active; AID 485347;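 active = potentiation over 3 SD above the plate norm, cut at about 30% in these data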; also: 0% is about no effect
Target sequence (P14416 whole entry, looked up): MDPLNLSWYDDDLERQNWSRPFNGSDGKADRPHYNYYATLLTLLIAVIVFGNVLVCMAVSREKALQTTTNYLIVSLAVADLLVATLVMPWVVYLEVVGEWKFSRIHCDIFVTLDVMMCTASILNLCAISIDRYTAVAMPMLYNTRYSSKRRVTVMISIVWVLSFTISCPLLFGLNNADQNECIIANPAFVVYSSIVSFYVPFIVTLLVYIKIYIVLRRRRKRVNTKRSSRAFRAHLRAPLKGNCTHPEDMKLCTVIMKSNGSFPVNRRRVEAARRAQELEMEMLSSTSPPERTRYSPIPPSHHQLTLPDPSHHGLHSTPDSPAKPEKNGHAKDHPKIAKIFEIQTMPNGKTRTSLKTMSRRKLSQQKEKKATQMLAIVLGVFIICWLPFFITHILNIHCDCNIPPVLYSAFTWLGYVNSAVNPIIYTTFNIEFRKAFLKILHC
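Potentiation of an EC20 dopamine calcium response measured kinetically over 180 s, after a preceding 180 s compound-only read flagging agonists. Cells: inducible Hek293 Trex D2 line, 4000/well, cultured overnight at 30 C before dye loading.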
RXFP1 antag: blocks the human relaxin receptor RXFP1. 350,000 tested, 0.59% active. HEK293-RXFP1, relaxin-stimulated cAMP HTRF, 30 min; stronger effect = lower value. activity change, negative = inhibition, % at 57.5 µM;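 active = activity change of -60% or lower, but not beyond a set lower limit; inconclusive = change between -60% and -40%, or beyond the set limit; inactive = change above -40%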; also: % is scaled to controls: 0 for no effect and ±100 for the full control effect
D1 ag: human D1 receptor agonism; P21728; HEK293 T-REx D1 cells, calcium flux, agonist mode; activation, % at 2 µM; 360,000 tested, 1% active; AID 504660; in the data active = activation above about 30%; also: 0% is about no effect
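Inducible HEK293 T-REx D1 cells, force-coupled to calcium signalling, were plated at 4000 cells/well with tetracycline and held overnight at 30 C. After no-wash calcium dye loading, compound-evoked calcium rise over 180 s flagged agonists.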
The depositor's hits bear a star; ? = inconclusive; . = not tested or not shown; & = joins results of further samples; [ ] = another dose, or the depositor's remark. Unless noted, calls follow the shape of the dose curve; as a rule, active = well fitted curve in the direction sought with a large enough effect; inconclusive = small, poorly fitted or top-dose-only effect, or another doubt; inactive = no such curve, though single readings can be large; an effect the other way counts as inactive or inconclusive. The list is partial. The share of hits here may be higher or lower than overall.

SMILES	D1 potentiator	Anesthetic bind	TRHR enhancer	TRHR agonist	D1 antag	RXFP1 ag	D2 potentiator	RXFP1 antag	D1 ag
CC(C(=O)NCCc1ccccc1)N1c2cccc3cccc(c23)S1(=O)=O (centres undefined)	2	-4%	-7	-0.6	8	0.0%	-4	2	0
COc1c(C)cc(C(=O)C2CCCN(C(=O)/C=C/c3ccccn3)C2)cc1C (centres undefined)	-1	-13%	3	1.0	-5	1.7%	-3	-13	0
O=C(Cn1cnc2cc([N+](=O)[O-])ccc2c1=O)Nc1ccccc1Cl	-6	-10%	1	-0.1	-4	16%	-9	0	1
COc1cc(OC)cc(C(=O)N2CCC(N3CCCCCC3)CC2)c1	-5	-2%	2	-0.7	-2	-1.2%	38*	13	-2
N=c1n(Cc2ccccc2)c2ccccc2n1Cc1ccccc1	-4	-11%	5	0.6	-24	3.0%	-3	5	25
COc1ccc(C(=O)C[n+]2cccc3cc(C)ccc32)cc1	-2	-15%	1	0.3	22	1.1%	1	10	2
COC(=O)c1ccc(CSc2n[nH]c(-c3ccccc3)n2)o1	-2	-18%	-3	0.8	-7	0.3%	-7	2	2
COc1ccc(-n2c(SCC(=O)N3CCCCC3C)nnc2-c2cccnc2)cc1 (centres undefined)	-4	0%	-5	-0.7	-10	-0.2%	19	1	2
COc1ccc(N2CCN(C(=O)CNS(=O)(=O)c3ccc(Br)s3)CC2)cc1	-3&1	4%&-10%	1&-3	-0.4&-2.0	-8&-13	0.8%&-0.5%	-2	-3	6&2
COc1cccc(NC(=O)Cn2cnc3sc(C)c(S(=O)(=O)N4CCN(C)CC4)c3c2=O)c1	2	0%	-8	-0.4	0	2.4%	-9	-6	0
O=C(CCN1CCN(CC(=O)Nc2ccccc2Cl)CC1)Nc1ccccc1F	-3	-14%	-4	-0.9	0	-0.7%	-5	4	1
COc1ccc2oc(=O)c(C(=O)NCC3CCCO3)cc2c1 (centres undefined)	2	582%[activator]	1	-0.6	5	2.7%	-5	14	2
Cc1cc(C)n(CCC(=O)N2CCc3ccccc32)n1	-7	-10%	-1	-0.1	8	4.5%	9	3	2
Cc1nn(C(C)C(=O)NC2CCCCCC2)c(=O)c2nn(-c3ccccc3)c(C)c12 (centres undefined)	-6	-13%	6	-0.9	1	2.4%	8	-19	0
NC(=O)CSc1nc2c(c(=O)n1-c1ccccc1)C1(CCCCC1)Cc1ccccc1-2	-4	1%	-3	-0.3	8	7.4%	13	9	0
CCOc1ccc(-c2nc(CSCC(=O)N3CCN(c4ccc(F)cc4)CC3)c(C)o2)cc1	-5	?	0	0.0	3	0.9%	-8	-4	4
CCN(CC)CCn1c(NC(=O)c2ccccc2O)nc2ccccc21	1	-15%	-2	-0.1	0	7.2%	-12	3	1
CSc1cccc(NC(=O)C2CCCN(c3ncnc4c3nc3n4CCCCC3)C2)c1 (centres undefined)	-12	1%	2	-0.7	23	1.7%	-13	10	-1
CCC(NS(=O)(=O)c1ccc(C)cc1)C(=O)N1CCOCCOCCOCC1 (centres undefined)	5	-3%	2	-0.8	2	-0.2%	4	-9	5
Cc1cc(C)n2nc(S(=O)(=O)N(C)c3ccccc3)nc2n1	20	22%	-6	0.6	16	2.6%	12	12	1
CCC(=O)Nc1sc(C(=O)N2CCCCC2)c(C)c1C#N	5	-10%	2	0.4	-10	1.8%	4	-6	4
COc1cc(OC)cc(C(=O)NCCCN2CCOCC2)c1	-6	-9%	-4	0.0	0	0.1%	1	6	-3
COc1ccc(CCC(=O)N2CCN(S(=O)(=O)c3ccc(OC)cc3)CC2)cc1	-1	.	6	-0.1	-2	-1.6%	-4	-1	-1
CC(C)Cc1nnc(NC(=O)c2ccncc2)s1	-4	-7%	5	0.4	-3	0.5%	-3	-1	0
CCc1c(C)nc2nc(NC(C)=O)[nH]n2c1=O	0	-5%	-2	0.4	.	-0.1%	-2	2	0
Cc1cccc(OCc2ccc(C(=O)N3CCOCC3)o2)c1	-6	10%	1	-1.1	-4	-0.3%	.	-2	4
CC(C)(C)c1ccc(C(=O)NC(=S)NCc2cccnc2)cc1	-3	?	2	0.2	-17	0.0%	-2	-9	16
O=C(O)/C=C/C(=O)Nc1ccccc1C(=O)OCC(=O)c1ccc2c(c1)OCCO2	-3	?	3	0.1	-6	5.2%	4	-27	2
CN(n1cnc2ccccc2c1=O)S(C)(=O)=O	-2	4%	13	0.5	6	6.2%	.	-3	-1
CN(C(=O)CSc1nc2ccccc2o1)C1CCCCC1	2	.	10	-0.4	-1	0.8%	.	-7	5
CC(C)NC(=O)c1ccccc1NC(=O)c1ccccc1N(C)S(C)(=O)=O	4	-3%	-4	0.2	-9	0.5%	1	11	1
COc1ccc(C(=O)CCC(=O)Nc2cc(C)ccc2C)cc1	-5	-14%	-2	-0.5	-1	0.9%	-18	-13	1
Cc1nc(NCc2ccccn2)c2ccccc2n1	4	4%	-1	0.0	8	0.3%	-9	-9	10
O=C(COC(=O)c1ccc(O)cc1)Nc1ccccc1[N+](=O)[O-]	-4	-15%	1	-0.4	-4	1.1%	-3	6	2
Cc1ccc2c(CC(=O)N(Cc3ccc(N(C)C)cc3)Cc3ccco3)coc2c1C	3	49%[activator]	1	0.2	0	-1.2%	0	-27	-1
COc1cccc(NC(=O)CSc2nnnn2C2CCCCC2)c1	-6	-7%	-5	0.9	-9	-0.4%	-4	9	2
O=C(Nc1ccc(-c2nnc(-c3ccccc3)o2)cc1)C1CCCO1 (centres undefined)	1	-12%	5	0.1	-1	2.4%	16	5	2
Cc1cccc(N(C)C(=O)c2cc(S(=O)(=O)N3CCCC3)cn2C)c1	-11&-3	-8%&-7%	-5&4	0.3&-0.6	-23&-1	1.2%&-1.9%	-2&4	-6&-1	3&0
Fc1ccc(N2CCN(c3nnnn3-c3ccccc3)CC2)cc1	3	-21%	2	-0.4	-40*	-0.2%	-17	-14	0
O=C(O)c1cccc(N2CCCCS2(=O)=O)c1	-4	-4%	-3	1.3	8	0.0%	5	-3	4
Nn1cnc2c(c1=O)C1(CCCCC1)Cc1ccccc1-2	-8	-5%	0	0.3	1	-0.5%	.	-1	2
Cn1nnc(NC(=S)NC(=O)c2cccc3c(Br)cccc23)n1	-4	-12%	-2	-0.1	-2	25%	0	21	1
Cc1ccnc(NC(=O)CNC(=O)c2ccco2)c1	-2	.	-1	0.1	-10	1.0%	-9	-23	1
CCC(=O)N1CCc2cc(S(=O)(=O)NC(CC(C)C)C(=O)NCCc3ccccc3)ccc21 (centres undefined)	2	66%[activator]	-11	-0.5	9	0.6%	6	-6	5
C=CCNC(=O)NC(=O)COC(=O)COc1ccc(Br)cc1F	-7	?	18	-0.3	-26	0.9%	3	1	4
Cc1cc(C)cc(N(CC(=O)NCC2CCCO2)C(=O)CCC(=O)Nc2cc(C)on2)c1 (centres undefined)	-1	-11%	-7	0.2	0	1.7%	1	9	0
CSCC[C@H](NC(=O)[C@H](Cc1ccccc1)n1c(=O)[nH]c2ccccc2c1=O)C(=O)N1CCC[C@@H]1C(=O)O	0	0%	-5	0.2	-4	3.8%	10	.	1
Cc1cccc(C(=O)NCC(c2ccco2)N2CCc3ccccc32)c1 (centres undefined)	-8	.	-3	1.0	0	2.0%	-6	-2	2
COc1cccc(NC(=O)CCc2c(C)nc3nc(CNC(=O)c4cccc(F)c4)nn3c2C)c1	-1&-2	-13%&-16%	2&-4	-1.0&0.1	-2&-3	4.6%&-0.3%	8&-5	-6&5	1&3
O=c1[nH]c(=S)[nH]c2c1CN(Cc1ccc(F)cc1)CC2	-3	-4%	-5	0.0	5	-3.2%	23	-8	4

Carrying on:
SMILES	D1 potentiator	Anesthetic bind	TRHR enhancer	TRHR agonist	D1 antag	RXFP1 ag	D2 potentiator	RXFP1 antag	D1 ag
CCOC(=O)N1CCN(c2ccc3nnnn3n2)CC1	-10	-9%	-1	-0.2	-6	0.6%	0	-10	1
CCN(C(=O)C12CC3CC(CC(C3)C1)C2)C1CCS(=O)(=O)C1 (centres undefined)	0	.	-3	-0.1	3	-0.1%	-10	-11	0
CN(C)c1ccc(C(=O)NNC(=O)Nc2ccccc2)cc1	2	-1%	6	-0.1	0	0.6%	-4	-10	-4
COc1ccc(CN(C(=O)Nc2cccc(Cl)c2)c2ccccn2)cc1OC	-1	208%[activator]	-3	2.2	-18	-5.1%	13	.	10
COc1ccc(N2C3=[N+](CC2(C)O)c2ccccc2CC3)cc1 (centres undefined)	-2	-7%	-3	0.3	-89*	0.5%	-22	-14	3
COCCn1c(CNC(=O)c2cc([N+](=O)[O-])ccc2Cl)nc2cccnc21	-2	-9%	-1	0.6	-1	11%	-10	11	0
CC(=O)c1ccccc1NS(=O)(=O)c1cccc2nonc12	-8	-1%	-4	-0.1	-14	1.4%	-6	3	0
Cc1cc(NC(=O)/C=C/c2ccccc2)c(C(C)C)cc1O	4	-12%	-1	-0.3	-22	3.2%	17	3	0
COc1cc2c(C#CCCO)c(-c3ccc(C#N)cc3)oc(=O)c2cc1OC	-4	.	6	-0.1	.	4.2%	-10	.	0
CCOP(=O)(OCC)C(NC(=O)Nc1cccc(Cl)c1)c1ccccc1 (centres undefined)	-2	-6%	-5	0.0	7	0.9%	0	-8	2

Quoted at random: five entries already listed.
SMILES	D1 potentiator	Anesthetic bind	TRHR enhancer	TRHR agonist	D1 antag	RXFP1 ag	D2 potentiator	RXFP1 antag	D1 ag
CCOP(=O)(OCC)C(NC(=O)Nc1cccc(Cl)c1)c1ccccc1 (centres undefined)	-2	-6%	-5	0.0	7	0.9%	0	-8	2
COc1ccc(CN(C(=O)Nc2cccc(Cl)c2)c2ccccn2)cc1OC	-1	208%[activator]	-3	2.2	-18	-5.1%	13	.	10
Cc1cc(NC(=O)/C=C/c2ccccc2)c(C(C)C)cc1O	4	-12%	-1	-0.3	-22	3.2%	17	3	0
COc1cc2c(C#CCCO)c(-c3ccc(C#N)cc3)oc(=O)c2cc1OC	-4	.	6	-0.1	.	4.2%	-10	.	0
CCOC(=O)N1CCN(c2ccc3nnnn3n2)CC1	-10	-9%	-1	-0.2	-6	0.6%	0	-10	1

(list continues)
SMILES	D1 potentiator	Anesthetic bind	TRHR enhancer	TRHR agonist	D1 antag	RXFP1 ag	D2 potentiator	RXFP1 antag	D1 ag
O=C(Nc1ccc(F)c(F)c1)c1cc(S(=O)(=O)NC2CCCC2)ccc1F	-1	14%	-2	-0.7	1	1.5%	-2	-11	5
CC(C)CNC1CS(=O)(=O)CC1O (centres undefined)	3	6%	-1	0.5	0	0.0%	4	1	2
O=C(c1cccc(S(=O)(=O)Nc2ccc(F)cc2)c1)N1CCC1	-2	.	2	-0.1	8	0.3%	8	7	4
CNS(=O)(=O)c1cn(CC(=O)N2CCN(c3ccc(OC)cc3)CC2)cc1S(=O)(=O)NC	-1	-12%	15	-0.9	-5	-1.6%	4	-6	1
